HTRA1 inhibitor – blocks human HTRA1 serine peptidase; recombinant HTRA1, FP-rhodamine activity-based probe, fluorescence polarization; Q92743; 340,000 tested, 0.5% active; AID 504803; inhibition, % at 5.96 µM; in the data active means inhibition above about 36%;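 further: 0% = enzyme with DMSO and 100% = wells lacking enzyme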
Target sequence (Q92743 whole entry, looked up): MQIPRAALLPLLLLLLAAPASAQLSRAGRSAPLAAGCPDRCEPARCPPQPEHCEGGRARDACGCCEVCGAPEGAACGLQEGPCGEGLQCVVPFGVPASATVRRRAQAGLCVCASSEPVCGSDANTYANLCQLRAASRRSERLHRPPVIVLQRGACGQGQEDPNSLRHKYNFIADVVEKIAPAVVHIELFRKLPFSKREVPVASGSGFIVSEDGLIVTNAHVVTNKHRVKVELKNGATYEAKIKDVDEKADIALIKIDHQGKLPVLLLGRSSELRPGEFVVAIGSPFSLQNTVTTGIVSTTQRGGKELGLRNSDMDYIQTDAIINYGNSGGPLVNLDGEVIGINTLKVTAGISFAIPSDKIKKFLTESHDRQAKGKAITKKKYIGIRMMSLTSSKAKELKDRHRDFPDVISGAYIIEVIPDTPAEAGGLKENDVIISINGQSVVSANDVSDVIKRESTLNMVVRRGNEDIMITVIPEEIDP
PG9 binder – PG9 antibody binding by small molecule. TR-FRET gp120-PG9 antibody binding. inhibition, % at 6.7 µM. 360,000 tested, 0.43% active; in the data active means inhibition above about 8.5%
TCR-CD3 inh – human TCR-CD3 binding inhibition | TAMRA-labeled TCR probe fluorescence, biochemical | inhibition, % at 9.4 µM | 360,000 tested, 0.37% active; in the data active means inhibition above about 19%;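 further: recombinant mutant TCR 2C K166C tagged with TAMRA read by polarization; 0% = receptor in buffer alone and 100% = receptor with positive control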
PRMT1 inh – blocks human protein arginine methyltransferase 1. Q99873. recombinant PRMT1, activity-based probe fluorescence polarization. inhibition, % at 2.79 µM. 370,000 tested, 1.3% active. AID 652257;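 active means inhibition above about 21% made by adding two undisclosed values, limit read from the data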
mABHD4 FP – ABHD4 (mouse) inhibition, primary FP screen; inhibition, % at 8.92 µM; 370,000 tested, 0.54% active; purified mABHD4, FP-Rh probe fluorescence polarization; Q8VD66; AID 720543;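 active means inhibition exceeding the mean over every tested compound plus 3 SD, cut at about 30% in these data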;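 further: 0% = plate median of compound wells and 100% = S159A mutant with DMSO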
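assay system = mABHD4 protein | compound dosing = single nominal dose of 8.92 µM, 0.89% DMSO final | read-out basis = percent inhibition of probe binding, normalized to plate controls | schedule = Enzyme–compound pre-incubation 45 min, then probe 60 min, both 25 °C | detection = fluorescence polarization, excitation 525 nm, emission 598 nm, BODIPY TMR filters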
SIAE primary – blocks human sialic acid acetylesterase; Q9HAT2; SIAE FP-Rh probe binding, fluorescence polarization; inhibition, % at 9.66 µM; 370,000 tested, 0.69% active; AID 1053197;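 active means inhibition above a cutoff: mean of compounds within the control limits plus 3 SD of those, cut at about 17% in these data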;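 further: 0% = plate median of compound wells and 100% = probe without SIAE protein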
TDP2 absorb – blocks human TDP2 phosphodiesterase activity; recombinant TDP2, T5PNP hydrolysis, p-nitrophenol absorbance 415 nm; 370,000 tested, 0.34% active; inhibition, % at 12.8 µM;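 active means inhibition above the mean of all tested compounds plus 3 SD, set per campaign, cut at about 25% in these data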;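 further: 0% = DMSO with enzyme and 100% = buffer with substrate but no TDP2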
Target sequence (O95551 whole entry, looked up): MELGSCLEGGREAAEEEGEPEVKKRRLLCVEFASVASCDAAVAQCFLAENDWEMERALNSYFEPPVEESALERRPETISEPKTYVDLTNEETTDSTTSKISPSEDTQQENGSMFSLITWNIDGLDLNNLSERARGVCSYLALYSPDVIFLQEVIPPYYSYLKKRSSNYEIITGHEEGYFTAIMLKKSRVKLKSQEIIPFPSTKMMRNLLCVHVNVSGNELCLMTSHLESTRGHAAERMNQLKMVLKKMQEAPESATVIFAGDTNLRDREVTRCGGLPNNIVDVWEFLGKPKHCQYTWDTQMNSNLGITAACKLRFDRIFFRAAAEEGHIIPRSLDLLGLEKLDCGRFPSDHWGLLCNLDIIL
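test system = human TDP2 enzyme | input = TDP2 enzyme at 120 nM final | medium = 50 mM Tris-HCl pH 7.5 with Mg2+, KCl, DTT, BSA | also added = T5PNP substrate, 5 mM | times = 2 h at 37 °C | technique = epi absorbance | benchmarks = high control without enzyme, low control DMSO plus TDP2 | replication = each compound tested once, singlicate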
UHRF1 MBD2 ctr – human UHRF1 methylated DNA binding inhibitors; UHRF1 binding to methylated oligo, TR-FRET; 370,000 tested, 0.75% active; inhibition, % at 4.4 µM; Q96T88; in the data active means inhibition above about 21%;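 further: UHRF1 SRA domain binding a hemimethylated CpG hairpin DNA probe; 0% = median of test compound wells and 100% = reference inhibitor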
LEDGF integ inh – blocks HIV-1 LEDGF/p75-dependent DNA integration | inhibition, % at 3.7 µM | AID 743269 | 370,000 tested, 0.64% active | TR-FRET IN-LEDGF/p75 DNA integration, Eu/Cy5;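 active means inhibition above the screen-wide mean plus 3 SD, cut at about 13% in these data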;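 further: signal is the Cy5 over europium emission ratio at 671 and 618 nm; 0% = plate median of compound wells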
Tn7 DDE FP – disrupts Tn7 cyclic peptide binding to fibrin D-Dimer-E complex; inhibition, % at 8.3 µM; 370,000 tested, 0.13% active; P02675; AID 720508; FP displacement of FITC-Tn7 peptide from fibrin DD(E); 0% = median of compound wells per plate;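 active means inhibition above the mean of compounds falling within the control limits plus 3 SD of them, cut at about 14% in these data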;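 further: 0% = plate median of compound wells and 100% = 10 µM Aha-Tn7 peptide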
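assay system = human clot-derived fibrin DD(E) complex | quantity = Fibrin-DD(E) at 2 µM final | timing = 10 min preincubation, 3 h with tracer, room temperature | signal = fluorescence polarization | measure = percent inhibition | benchmarks = high control wells with 10 µM unlabelled Aha-Tn7 peptide (full inhibition) | replicates = singlicate testing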
Numbers without * were called inactive; . = no result given. Rows are unselected. Share with any hit: about 4.2%.

no.	mol	mABHD4 FP	SIAE primary	LEDGF integ inh	TDP2 absorb	Tn7 DDE FP	PG9 binder	UHRF1 MBD2 ctr	PRMT1 inh	HTRA1 inhibitor	TCR-CD3 inh
1	CCCn1c(O)c2ccc(C(=O)N=NC(=O)c3cccnc3)cc2c1O	3	1	0	-9	0	1.4	0	0	2	0
2	CCOc1cc(/C=C2/C(=N)N3C(=NC2=O)SN=C3S(=O)(=O)CC)ccc1OC(=O)c1ccco1	-6	-12	2	11	-3	1.1	-4	-3	2	-6
3	CCCCN1CC(C)(C)[C@H](CC(=O)Nc2ccc(Br)cc2)C1=O	0	-1	0	-14	-9	-0.4	-1	-6	-8	-1
4	CCOc1ccc(NC(=O)CN2CCCC2c2cccs2)cc1S(=O)(=O)N1CCCCC1 (centres undefined)	-8	-16	4	-7	-1	-1.7	-2	0	-23	-3
5	Cc1ccc2[nH]c3c(c2c1)CC/C(=C/c1ccccc1)C3=O	5	7	-1	-3	-1	1.0	0	0	-22	5
6	CSc1ccc(/C=N/NC(=O)c2ccc3nc[nH]c3c2)cc1	-5	-6	4	-6	-6	-2.9	1	0	-6	-5
7	Cc1ccc(S(=O)(=O)N2CCN(C(=O)COc3ccc(NC(=O)c4ccco4)cc3)CC2)cc1	1	-8	1	0	-7	-2.3	2	-4	-7	-5
8	Cc1nc(NCc2cccnc2)c2c3c(sc2n1)CC(C)CC3 (centres undefined)	-3	7	1	-12	3	-1.9	-2	0	-13	3
9	O=C(CN(C(=O)CCC(=O)Nc1ccccn1)c1ccccc1F)NCc1ccc2c(c1)OCO2	-5	-7	2	-12	8	-0.1	3	4	5	-6
10	O=C(C1CC1)N1CCc2cc(S(=O)(=O)NC3CCN(Cc4ccccc4)CC3)ccc21	-4	1	0	5	2	1.4	0	-1	-5	3
11	COc1ccc(S(=O)(=O)Nc2ccc(N3CCOCC3)cc2)cc1	2	8	-1	16	-6	-2.1	2	-3	-2	0
12	Cc1ccc(S(=O)(=O)Nc2ccc(O)c3cccnc23)cc1	19	-7	10	0	-2	-1.1	-1	21*	6	-15
13	COc1ccccc1/C=[N+](\[O-])C1SC(=S)N(C)C1(C)C (centres undefined)	3	13	-1	12	-3	-4.6	-1	1	1	1
14	c1ccc2c(Nc3nc4c(s3)CCCC4)cccc2c1	14	7	-2	5	-4	-1.2	0	7	2	-6
15	Cc1ccc(C2=NS(=O)(=O)N(C)C(C(=O)Nc3cc(C)n(CC(=O)N4CCCCC4)n3)=C2)cc1	1	-5	-1	-17	-1	-0.2	2	-5	1	-7
16	CN1CCN(C(=O)CN(c2ccccc2)S(=O)(=O)N(C)C)CC1	7	0	2	-5	3	-1.8	0	1	.	3
17	O=[N+]([O-])c1cccc(/C=C2\CCc3cnn(C4CCS(=O)(=O)C4)c32)c1 (centres undefined)	9	1	3	0	-3	-2.3	1	0	2	2
18	COc1cccc(C(O)c2nc(-c3cnn(C)c3)cs2)c1 (centres undefined)	-6	-4	0	-13	-5	-2.0	2	-4	.	6
19	CCN(CC)c1ccc2cc(C=O)c(=O)oc2c1	6	-4	-2	0	-63	-6.7	-197	-24	5	5
20	COc1ccc(-n2nnnc2SCC(=O)NNC(=O)c2ccc([N+](=O)[O-])cc2)cc1	10	-16	0	1	-5	-3.2	1	4	0	-1
21	Cc1cc(NC(=O)CSc2nnc(-c3ccc(Cl)s3)o2)no1	23	-10	3	-14	-1	-5.5	1	-3	6	2
22	CC(C)CNC(=O)c1ccccc1NC(=O)c1ccccc1N(C)S(=O)(=O)c1ccccc1	8	-3	0	-2	-3	0.2	0	-2	-9	3
23	COc1cccc(NC(=O)c2ccc3nc(C)sc3c2)c1	0	-9	-2	1	-5	-1.1	1	0	-14	0
24	O=C(NNC1=NCCCCC1)c1cccc([N+](=O)[O-])c1	-2	2	5	1	-9	-1.0	2	-2	-1	0
25	COc1ccc(/C=C2\SC(=S)N(CCC(=O)NCCCn3ccnc3)C2=O)cc1	-7	0	2	-2	1	-3.0	-2	7	-1	-12
26	CNC(=S)N(Cc1ccc(OC)cc1)C1CC(=O)N(c2ccc(Cl)cc2)C1=O (centres undefined)	-27	-11	-4	-10	-3	-0.2	3	10	-18	-5
27	Cn1c(CCNC(=O)c2ccco2)nc2cc(NC(=O)c3ccccc3Cl)ccc21	6	3	1	11	4	-2.0	0	-5	3	2
28	COc1ccc(CC(=O)NC(c2ccccc2)c2ccc(C)cc2)c(OC)c1 (centres undefined)	-2	3	3	-11	-4	-1.3	-3	-9	-5	0
29	C#CC(C)(CC)NC(=O)c1cc2nc(C3CC3)cc(C(F)(F)F)n2n1 (centres undefined)	2	-5	0	8	-3	-0.6	-2	-1	-4	10
30	N=C1SCC(=O)N1c1ncc(Cc2cccc(Cl)c2)s1	-7	-5	-4	-13	3	-0.2	6	5	14	-7
31	Cc1ccc(Cl)cc1-c1ccc(C=Nc2ccc(N3CCOCC3)cc2)o1	10	3	28*	23	-2	0.5	-3	1	10	5
32	COc1cc(Cl)c(S(=O)(=O)N2CCCC2)cc1Cl	1	-3	7	-12	4	-1.0	2	-4	0	-2
33	CC(C)(C)c1nnc2sc(SCC(=O)c3ccccc3)nn2c1=O	8	-1	-1	-3	8	2.0	3	1	-4	-5
34	COc1ccc(NC(=S)N2CCN(C(=O)c3ccco3)CC2)cc1	0	4	2	-6	4	-0.8	-3	-2	3	3
35	CCN(CC)S(=O)(=O)c1ccc(C(=O)NNC(=O)C2COc3ccccc3O2)cc1 (centres undefined)	-1	4	6	4	1	-1.6	-1	-1	-2	6
36	COc1ccc(Cl)cc1NC(=O)CN(C)C(=O)CCc1nc2ccccc2c(=O)[nH]1	6	-4	-2	-4	-5	-0.9	-2	-3	-1	8

Structures listed so far that have fluorine (2):
no.	mol	mABHD4 FP	SIAE primary	LEDGF integ inh	TDP2 absorb	Tn7 DDE FP	PG9 binder	UHRF1 MBD2 ctr	PRMT1 inh	HTRA1 inhibitor	TCR-CD3 inh
9	O=C(CN(C(=O)CCC(=O)Nc1ccccn1)c1ccccc1F)NCc1ccc2c(c1)OCO2	-5	-7	2	-12	8	-0.1	3	4	5	-6
29	C#CC(C)(CC)NC(=O)c1cc2nc(C3CC3)cc(C(F)(F)F)n2n1 (centres undefined)	2	-5	0	8	-3	-0.6	-2	-1	-4	10

(more compounds)
no.	mol	mABHD4 FP	SIAE primary	LEDGF integ inh	TDP2 absorb	Tn7 DDE FP	PG9 binder	UHRF1 MBD2 ctr	PRMT1 inh	HTRA1 inhibitor	TCR-CD3 inh
37	CC1CCN(c2ccc(C(=O)NCCc3ccccc3)cn2)CC1	-3	5	3	-20	-4	-4.7	-1	-1	-6	4
38	Cc1ccc(C)c(NCc2ccccc2CO)c1	6	-4	-4	12	0	0.6	1	1	8	-2
39	CCOc1cc(/C=C2/N=C(c3ccc(C(C)(C)C)cc3)OC2=O)cc(Cl)c1OS(C)(=O)=O	37*	-17	2	1	0	-1.6	0	-6	-36	5
40	CCOC(=O)C1(Cc2cccc(F)c2)CCN(Cc2ccc(COC)o2)CC1	3	1	-1	-9	-4	-0.8	3	2	-5	-5
41	COc1ccc(C(C)=O)cc1CC(=O)Nc1ccc2c(c1)CCC2	-1	-9	3	10	1	-2.6	-1	-1	-18	-2
42	Cc1ccc(S(=O)(=O)N2CC3C(=O)C[C@@H](c4ccccc4)N(S(=O)(=O)c4cccc(Cl)c4)C3CC2c2ccccc2)cc1 (some centres undefined)	0	-34	1	7	2	-0.8	0	-3	.	1
43	CN(C)S(=O)(=O)c1ccc(N2CCCC2)c(C(=O)NCc2ccccc2)c1	1	1	-1	-5	8	-2.5	0	-1	0	-1
44	Clc1ccccc1Cn1nnc2c(NCCN3CCOCC3)ncnc21	5	-6	-3	-6	-2	1.2	0	-2	-3	2
45	COC(=O)c1ccc(C(=O)O)nc1	5	15	6	-8	-1	-4.0	22*	-2	2	5
46	Cc1ccc(S(=O)(=O)N2CCOCC2)cc1NC(=O)CSc1nnc2cc(C)c3ccccc3n12	5	-7	2	11	5	-3.4	1	3	-5	-5
47	Cc1cccc(C(=O)NCC(=O)OCC(=O)NC2CCCCCCC2)c1	-3	10	-1	-5	5	0.8	-1	0	-6	1
48	O=C(COC(=O)c1cccs1)c1ccccc1	2	1	2	-3	-4	-0.6	-3	-1	-2	1
49	O=C(CCNC(=O)c1ccccc1)Nc1cccnc1	3	1	-1	-2	0	0.0	-3	-4	0	-7
50	Clc1ccc(N2CCN(c3ccnc(Cl)n3)CC2)cc1	-5	6	-3	-13	4	-0.4	1	1	3	4
51	O=C(COc1ccccc1)N(CCc1ccccc1)c1nc(-c2ccc(F)cc2)cs1	-5	-6	0	7	6	-1.9	2	-1	-15	6
52	O=C(c1cnn(-c2ccccc2)c1)c1cc(F)ccc1O	-10	6	4	-4	3	-1.7	-3	-2	-19	-1
53	O=C(CSc1nnc(C2CC2)n1-c1ccccc1)NCCc1ccc(F)cc1	3	4	-4	7	9	0.8	0	0	-7	-1
54	CC(=O)N1CCN(c2ccc(NC(=O)c3ccc4ccccc4c3)cc2)CC1	11	5	-2	-2	-5	-4.6	1	4	6	2
55	COc1cc(NC(=O)c2cc(CC(C)C)on2)c(OC)cc1Cl	4	-1	2	0	0	-2.6	-1	3	-4	8
56	CC(C)C(NC(=O)c1ccc(Cl)cc1Cl)C(=O)N1CCN(S(=O)(=O)c2ccccc2)CC1 (centres undefined)	5	-4	2	-5	-10	-1.0	1	17	-4	3
57	Nc1nnc(-c2ccc([N+](=O)[O-])o2)s1	2	3	-6	0	0	-1.2	-1	5	7	4
58	O=C(NCc1ccc(S(=O)(=O)Nc2ccccc2Cl)s1)c1ccccc1	-1	-3	7	-5	-6	-0.9	0	-5	.	7
59	COc1ccc(S(=O)(=O)N2CCCOC2CNC(=O)C(=O)NCCCn2ccnc2)cc1 (centres undefined)	2	1	4	-14	-3	-3.6	-1	0	2	4
60	CCOC(=O)NC(=O)C(=CNc1cccc(C)c1)C(=O)NC(=O)OCC	1	-2	1	-2	1	-0.5	0	1	-4	-3
61	Cc1ccc(/C=N/NC(=O)Cn2cncn2)cc1	2	6	2	2	-1	2.2	6	5	.	2
62	CN(Cc1ccco1)C(=O)CN1C(=O)NC2(CCCC2)C1=O	9	7	-3	3	5	1.4	-1	2	3	-8
63	S=C(NNc1cccc(Cl)c1)NC1CCCCC1	15	5	1	-6	1	1.6	7	3	-3	2
64	Cc1nc2ccc(Cc3ccc4nc(C)[nH]c4c3)cc2[nH]1	2	6	0	0	6	-0.7	-6	3	10	-1
65	CCc1ccc(OCC(=O)NC(NC(=S)Nc2ccccc2)C(Cl)(Cl)Cl)cc1 (centres undefined)	-12	-11	-2	1	4	0.5	1	2	-4	-7

Screening data (PubChem)
